# C-LANA FP: KSHV C-LANA DNA binding inhibition; MBP-C-LANA/FAM-LBS DNA binding, fluorescence polarization; inhibition, % at 9 µM; 340,000 compounds, 0.078% hits; AID 504423;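 active = highest replicate inhibition at or above 60% at 9 µM, even if other replicates fall short; inactive = all replicates below 60% inhibition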;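 also: 0% = neutral control wells and 100% = 4 µM acridine orange control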
# dFosB activator: enhances mouse delta FosB homodimer DNA binding. 340,000 compounds, 0.99% hits. purified delta FosB, TAMRA-CDK5 oligo fluorescence polarization; percent of positive-control signal above neutral wells. AID 493131. activation, % at 25 µM. P13346;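 active = mean activation above about 17%, with every replicate also reaching it, limit read from the data, passing the limit was not always enough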;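 also: fluorescence polarization rise as delta FosB binds a TAMRA Cdk5 AP-1 oligo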
# Target sequence (P13346 whole entry, looked up): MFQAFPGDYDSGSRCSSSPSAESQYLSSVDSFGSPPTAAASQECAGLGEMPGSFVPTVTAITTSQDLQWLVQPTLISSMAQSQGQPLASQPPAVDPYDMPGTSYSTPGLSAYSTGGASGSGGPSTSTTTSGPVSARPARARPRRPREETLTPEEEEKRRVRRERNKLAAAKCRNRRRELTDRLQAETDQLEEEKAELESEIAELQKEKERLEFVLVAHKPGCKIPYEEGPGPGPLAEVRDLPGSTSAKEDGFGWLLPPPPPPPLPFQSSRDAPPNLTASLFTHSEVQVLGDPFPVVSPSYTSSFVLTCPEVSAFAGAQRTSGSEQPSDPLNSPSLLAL
# SUMO Mot1 rescue: SUMOylation pathway inhibition by Mot1-301 growth rescue; 320,000 compounds, 1% hits; S. cerevisiae Mot1-301 growth rescue, ATP luminescence, 38.5C; percent above DMSO median, 100 means doubled; growth rescue, % at 18.8 µM;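 active = every valid replicate shows activation above 250% relative to neutral control wells; inactive = the rest, any valid replicate at or below 250%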;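 also: OY570 slx delta 5 strain wells were the positive control but not used for scaling; some compounds called inactive have numbers as strong as hits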
# RTF Ca sens act: increases calcium sensitivity of human cardiac regulated thin filaments | P19429+P45379 | IANBD-labeled TnC RTF fluorescence at EC20 calcium; 0% EC20 calcium, 100% full calcium | activation, % at 7.2 µM | 340,000 compounds, 0.24% hits;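 active = activation above the mean over all tested compounds plus 3 SD, cut at about 30% in these data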;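 also: rise in fluorescence read as greater calcium sensitivity of cardiac thin filaments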
# PvdQ inh: P. aeruginosa PvdQ acylase inhibition; purified PvdQ acylase, fluorescence plate reader; inhibition, % at 10 µM; 340,000 compounds, 0.063% hits; AID 488965; in the data active = inhibition above about 30%, passing the limit was not always enough;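 also: 0% = vehicle neutral wells and 100% = reference inhibitor wells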
# RTF Ca sens inh: cardiac RTF calcium desensitization. 340,000 compounds, 0.12% hits. P19429+P45379. AID 493244. IANBD-labeled cardiac RTF, Ca2+ fluorescence. inhibition, % at 7.15 µM;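 active = inhibition above the mean inhibition of all tested compounds plus 3 SD, cut at about 17% in these data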;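 also: assay run at fixed EC70 calcium of 1.6 mM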
# NSD2 inh: inhibitors of human histone methyltransferase NSD2; inhibition, % at 12.5 µM; 310,000 compounds, 0.54% hits; NSD2 peptide methylation, AlphaScreen, 120 min; in the data active = inhibition above about 50%
# CDK5 p35 inh: CDK5/p35 (human) kinase inhibition. Q00535+Q15078. Recombinant CDK5/p35, ADP-Glo luminescence, 60 min. inhibition, % at 10 µM. 330,000 compounds, 0.01% hits. AID 488839;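 active = highest replicate inhibition of at least 50% and at least 75% of replicates reaching 50%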;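 also: plate controls were DMSO neutral control for no effect and GW8510 at 10 µM for full effect; many of its hits are not listed in these tables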
# Keap1 Nrf2 FP: disrupts human Keap1 binding to Nrf2 peptide. Q14145. Keap1 Kelch-Nrf2 peptide fluorescence polarization, 1536-well. inhibition, % at 9.4 µM. 340,000 compounds, 0.15% hits; in the data active = inhibition above about 12%;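 also: human Keap1 Kelch domain with fluorescein labeled Nrf2 9mer peptide probe; 0% = neutral control wells and 100% = peptide positive control; higher means more block of Keap1 binding to Nrf2 peptide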
# Target sequence (Q14145 whole entry, looked up, the tested form may be a part): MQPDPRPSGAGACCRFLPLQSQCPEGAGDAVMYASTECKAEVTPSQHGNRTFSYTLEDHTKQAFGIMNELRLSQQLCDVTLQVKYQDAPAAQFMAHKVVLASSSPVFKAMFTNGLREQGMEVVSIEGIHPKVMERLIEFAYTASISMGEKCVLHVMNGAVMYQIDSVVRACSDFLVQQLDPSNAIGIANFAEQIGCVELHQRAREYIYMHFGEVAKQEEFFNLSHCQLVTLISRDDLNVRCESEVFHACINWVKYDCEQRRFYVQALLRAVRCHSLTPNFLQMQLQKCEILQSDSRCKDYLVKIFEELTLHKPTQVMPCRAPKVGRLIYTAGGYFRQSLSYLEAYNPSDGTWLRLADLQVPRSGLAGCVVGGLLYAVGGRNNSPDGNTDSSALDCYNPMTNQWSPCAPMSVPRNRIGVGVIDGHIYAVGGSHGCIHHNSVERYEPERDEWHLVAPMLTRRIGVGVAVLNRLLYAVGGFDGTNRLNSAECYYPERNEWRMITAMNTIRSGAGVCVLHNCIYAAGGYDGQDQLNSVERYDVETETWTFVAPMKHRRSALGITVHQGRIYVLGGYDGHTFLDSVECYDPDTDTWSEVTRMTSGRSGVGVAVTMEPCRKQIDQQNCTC
# PfHsp90 yeast 2: inhibits growth of yeast expressing Plasmodium falciparum Hsp90; AID 504621; 310,000 compounds, 0.32% hits; inhibition, % at 9.4 µM; S. cerevisiae expressing PfHsp90, BacTiter-Glo ATP, 48 h; yeast lacking PDR1 and PDR3 efflux regulators;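 active = every replicate shows inhibition above about 80%, whatever the replicate mean, limit read from the data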;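 also: 0% = DMSO neutral controls and 100% = 20 µM radicicol positive controls; yeast relying on Plasmodium falciparum Hsp90 in place of its own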
# Rtt109 Vps75: blocks Candida albicans Rtt109/Vps75 acetyltransferase activity | purified Rtt109/Vps75, ThioGlo CoA-SH fluorescence, 4 h | inhibition, % at 34.9 µM | 330,000 compounds, 0.16% hits;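 active = inhibition of at least 50% in every replicate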
# The depositor's hits bear a star; / = not tested or not shown.
SMILES,C-LANA FP,dFosB activator,SUMO Mot1 rescue,RTF Ca sens act,PvdQ inh,RTF Ca sens inh,NSD2 inh,CDK5 p35 inh,Keap1 Nrf2 FP,PfHsp90 yeast 2,Rtt109 Vps75
O=C(Cc1ccccc1)NCC(=O)OCc1ccccc1F,-0.8,4.2,90.3,-5.0,-8.8,-8.7,14.2,0.3,0.3,1.1,3.2
COc1ccc(Nc2ncnc3ccccc23)c(OC)c1,0.4,0.2,-6.5,-1.2,4.2,-14.7,/,-0.6,1.9,11.1,-8.9
Cc1ccc(SCCC(=O)N/N=C/c2ccncc2)cc1,0.1,-5.4,1.3,/,-9.4,/,-1.9,0.4,-0.1,-1.1,-10.9
CCOc1ccc(N=Nc2c(C)[nH]n(-c3ccccc3)c2=O)cc1,-0.6,-4.1,3.2,2.0,8.5,-2.8,1.2,6.9,-3.6,-10.7,7.9
NC(=O)C1CCN(c2nc(-c3cccc(N)c3)cs2)CC1,1.4,-5.0,-17.8,-3.6,-5.3,4.9,/,-0.4,-0.6,8.1,3.5
O=C(NCCc1ccccc1)c1noc2c1CCCCC2,1.2,-12.6,736.3,-1.6,-12.0,-9.8,20.6,-1.4,-1.6,/,-0.5
O=c1[nH]c2ccccc2c(=O)n1Cc1ccccc1,1.0,-7.1,-3.1,5.1,-13.8,-3.2,-1.8,0.1,-3.0,-1.7,-11.7
O=C1OCC(c2ccccc2)=C1c1ccccc1[N+](=O)[O-],1.4,-11.9,-18.8,8.6,-7.7,-0.1,1.8,1.5,-2.9,-10.2,2.9
Cc1nccn1CC(O)Cn1c2ccccc2c2ccccc21 (centres undefined),0.6,-4.9,14.0,12.2,-8.4,-13.2,0.5,-3.3,-8.3,-2.6,6.4
COc1ccc(S(=O)(=O)N2CCCCC2)cc1NC(=O)COc1ccccc1,0.2,-3.8,-28.2,-9.5,-16.6,-6.1,-1.0,-3.5,-4.1,0.0,7.0
Cc1cc(C)nc(NC(=O)c2cccc(Cl)c2)n1,-1.1,2.6,7.0,0.5,-10.5,-1.8,-1.9,-0.3,2.2,10.9,-1.1
NC(=O)C1CCN(c2ncnc3c(-c4ccccc4)nsc23)CC1,0.2,-7.8,213.4,-7.1,-8.9,-6.6,2.0,-0.3,-6.4,/,-0.6
NNC(=O)COc1ccc(-c2n[nH]c(C(F)(F)F)c2-c2ccc(Br)cc2)c(O)c1,2.6,-13.0,2.1,-3.4,-7.5,-5.6,1.4,-0.6,-8.0,4.9,-7.6
Nc1cccc(-n2nnnc2CN2CCOCC2)c1,0.3,-1.4,-9.7,7.4,-13.8,-10.3,-3.0,-2.2,-8.5,5.7,5.1
Cc1cccc(-n2c(SCC(=O)N3CC(=O)Nc4ccccc43)nc3ccccc3c2=O)c1C,-0.2,-6.1,-14.7,-2.6,-2.1,-1.6,-0.1,0.1,-8.2,-19.6,14.1
CCC(C)c1ccc(NC(=S)Nc2ccc(OC)c(OC)c2)cc1 (centres undefined),-0.2,-9.4,2.4,-0.5,-11.2,-0.8,4.2,2.4,-2.7,5.4,16.0
O=C(CSCc1c(F)cccc1Cl)NCc1ccncc1,-2.7,-11.1,132.3,2.6,-7.1,-1.6,-2.3,-1.8,-3.6,/,0.6
CN(C)S(=O)(=O)c1ccc(N2CCCC2)c(C(=O)Nc2ccc(C(N)=O)cc2)c1,-1.5,-5.9,261.0*,-5.9,-10.5,-2.5,0.6,3.1,-3.9,-16.7,-3.4
CCCn1c(C)cc(/C=C(\C#N)C(=O)OCC(=O)N(CC)c2c(N)n(Cc3ccccc3)c(=O)[nH]c2=O)c1C,-3.1,1.8,/,1.9,1.2,-2.0,-0.7,0.1,-7.6,-17.9,4.8
Cc1ccc(CNC(=O)c2ccccc2N(C)S(C)(=O)=O)cc1,0.9,2.9,6.6,/,1.4,/,0.4,0.7,2.8,5.4,-4.1
COc1ccc(N(Cc2cc3cc(OC)ccc3[nH]c2=O)S(=O)(=O)c2ccc(NC(C)=O)cc2)cc1,-0.3,6.0,-10.3,0.5,-11.8,-9.7,-2.0,-4.4,-3.9,-32.2,5.7
Cc1ccccc1N1CCN(C2CCCN(C(=O)CN3CCCC3=O)C2)CC1 (centres undefined),-0.9,-12.1,7.1,3.0,-10.6,-5.9,-3.2,-1.5,-1.1,24.9,-3.9
CCOC(=O)N/N=C/c1cn(CCCOc2ccccc2)c2ccccc12,0.2,-12.4,76.2,-0.7,-2.4,-6.6,-2.4,/,8.3,-53.9,17.9
COc1cccc(C(=O)Nc2nnc(-c3ccc(OC)cc3OC)s2)c1,-1.1,38.6*,0.8,-6.9,-6.1,-17.6,-1.1,-1.8,-0.9,3.5,-7.0
CN1CCN(c2ccccc2NC(=O)Cc2ccc(Cl)cc2)CC1,2.3,-2.7,-6.0,3.6,-14.7,-20.2,-0.8,1.3,-0.7,6.2,-14.4
COc1ccc(C2c3ccc(O)cc3Oc3ncn(Cc4ccco4)c(=N)c32)cc1OC (centres undefined),1.5,2.2,2.0,9.0,-9.0,-8.8,25.3,-3.0,-2.2,0.9,-0.2
COc1ccccc1C(C)NCC(=O)NCC(=O)Nc1ccc(F)c(F)c1F (centres undefined),0.3,-2.3,-5.9,1.9,-11.5,1.9,-4.4,-0.8,-7.0,-25.5,-0.5
C=CCN(C(=O)Nc1ccc2c(c1)nc(C)n2C)c1ccccc1,-1.0,-3.2,-3.2,2.4,-5.0,-6.3,-6.5,6.6,-4.8,4.4,-0.2
COc1cccc(C(=O)O/N=C/c2ccc(Sc3ccc(C)cc3)nc2)c1,0.3,-2.7,-1.2,-3.4,4.5,-5.9,/,0.7,-3.1,/,24.5
O=C(O)c1sccc1S(=O)(=O)c1ccccc1,0.3,-8.6,9.7,-2.8,-17.0,-11.6,0.4,-2.2,-3.3,9.5,2.9
COc1ccc(OC)c(S(=O)(=O)Nc2ccc(CC(=O)O)cc2)c1,0.8,-1.5,-17.9,-2.3,1.3,-2.5,-0.7,-0.7,1.8,-7.4,13.3
Cc1ccc(OCC(=O)OC(C)CN(C)Cc2ccccc2)cc1 (centres undefined),-3.2,-5.6,-4.4,-3.7,-2.4,9.1,-2.4,-0.9,0.5,-17.5,-9.3
Cc1ccc2nc(NCCNC(=O)c3ccccc3)c(C#N)cc2c1,-0.1,-7.4,-12.3,-1.1,5.4,1.4,-1.0,0.1,1.2,-3.9,-9.3
CC(=O)N1c2ccc(S(=O)(=O)N(C)c3cc(C)ccc3C)cc2CC1C (centres undefined),0.7,-8.8,0.0,-5.8,-18.7,-5.8,3.8,-1.8,-1.3,-20.9,-7.8
CC1CN=C(N(C(=O)Nc2ccccc2)C(C)c2ccccc2)S1 (centres undefined),-0.6,-8.9,1.6,4.8,-13.3,-5.6,-5.6,0.2,-1.4,14.6,3.4
O=C(CSc1nnc(CNC(=O)c2ccccc2)o1)c1ccc(Cl)cc1,1.3,-11.3,1.0,-1.3,-13.6,-3.0,1.0,-1.4,-1.1,1.3,2.9
CN(CCCN1CCOCC1)Cc1cn(C)nc1-c1ccccc1F,-2.5,-0.5,8.8,-5.5,-12.8,0.5,1.8,-1.2,-7.5,-36.1,-3.0
Cc1ccc(SCC(=O)N2CCCC2)cc1,-1.6,4.6,8.5,-3.4,-0.3,8.5,0.3,1.2,0.5,4.5,-4.6
COc1cc(/C=C/C(=O)OCC(=O)N2CCC(C)CC2)ccc1OCC#N,0.3,-3.3,-15.3,-2.2,-14.0,-6.5,-1.0,-1.5,-3.2,17.3,-0.1
COc1cc(OC)c(OC)cc1/C=C/c1cc(C(F)(F)F)[nH]c(=O)n1,2.5,-5.3,-23.9,-1.6,-3.2,-13.6,-1.3,-0.4,2.8,-10.3,1.2
N#CCCNS(=O)(=O)c1ccc(C(=O)OCC2CCCCC2)cc1,-2.3,-9.0,-3.0,-5.9,0.9,16.2,-9.1,-0.6,-5.5,5.5,2.8
CCN(CC(N)=O)S(=O)(=O)c1ccc(F)cc1,-1.8,-0.5,4.8,0.0,-13.5,-2.4,-1.4,-0.4,-1.2,3.7,-0.7
COC(=O)c1cc(S(=O)(=O)N2CCC(C)CC2)cn1C,-0.8,-8.7,105.9,-4.3,-10.0,-2.7,22.1,1.8,-3.1,-4.1,-1.6
CC(NC(=O)Nc1ccc([N+](=O)[O-])cc1)C(c1cccs1)N1CCCC1 (centres undefined),0.3,-6.1,-14.8,3.5,1.2,7.5,2.8,0.7,0.4,-27.6,/
CNC(=S)NN(c1ccccc1)c1ccccc1,1.2,-2.6,-1.7,1.5,9.8,3.2,0.0,-1.4,-8.5,-12.6,19.0
Cc1ccc(S(=O)(=O)N2CCCCC2CCNC(=O)C(=O)NCc2ccco2)cc1 (centres undefined),-0.9,-15.2,14.0,0.9,-12.8,-10.3,0.5,2.4,-1.0,-13.4,2.0
CCOC(=O)c1nn(-c2ccccc2)c(=O)cc1OCC(=O)Nc1cccc(OC)c1,0.4,-6.5,0.0,-9.0,5.5,2.4,-1.0,1.1,-3.7,/,-2.2
CCOC(=O)N1CCN(C(=O)c2ccc(NC(=O)c3ccc(C)cc3)cc2)CC1,0.2,-11.1,0.1,-8.1,-4.5,1.8,-1.0,-0.5,-3.9,-5.5,1.6
C[C@H](NC(=O)c1nc[nH]c1C(=O)N1CCc2ccccc2C1)C(=O)OCc1ccccc1,-0.5,2.0,22.6,10.3,-24.8,-1.4,/,2.2,-3.0,-1.4,1.5
O=C(c1ccco1)N1CCN(S(=O)(=O)c2cc(Cl)ccc2Cl)CC1,12.2,-0.4,-11.8,-4.5,0.9,-5.6,-0.5,2.0,1.6,-16.8,3.6
COc1ccc(S(=O)(=O)Nc2cccc3c2O[C@H](CN(C)C)[C@@H](C)CN([C@H](C)CO)C3=O)cc1,4.2,-3.6,-2.8,9.1,-6.2,-5.5,/,-0.7,1.8,-1.1,-5.7
O=C(Cc1cccs1)Nc1nc(-c2ccccc2)cs1,0.8,-1.4,/,-3.0,-15.3,-1.1,0.2,-1.5,-4.9,5.8,6.2
Cc1cccc(NC(=O)CN2CCN(C(=O)C(C)Oc3ccc(C#N)cc3)CC2)c1C (centres undefined),-0.8,-1.1,3.1,-1.3,-7.5,4.5,-0.8,0.0,1.7,-0.7,-2.2
O=C(Nc1ccccc1F)c1ccc2nc(N3C(=O)CCC3=O)sc2c1,0.0,-8.8,8.9,-2.1,4.6,0.2,0.7,-0.6,-1.8,/,/
Cc1cc(C)c2c(=O)cc(C(F)F)oc2c1,-3.1,-5.0,495.7,-1.8,-10.0,-8.8,-0.8,-0.3,2.8,10.7,-4.9

# Screens from PubChem.
